# Assay outcomes deposited in PubChem by several laboratories.
# NS3 helicase inh: blocks Hepatitis C virus NS3 helicase unwinding. NS3 helicase DNA unwinding, Cy5 molecular beacon fluorescence. inhibition, % at 10.9 µM. 0.56% of 290,000 active. AID 1800;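 active means inhibition above the mean of all tested compounds plus 3 SD, set per campaign, cut at about 35% in these data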;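 further: 0% = DMSO wells and 100% = thioflavine S control wells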
#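 System: Hepatitis C virus NS3 helicase domain fragment enzyme | Reagent: Annealed dual-labelled DNA beacon duplex, ATP-started | Compound dosing: 10.9 µM single point, 0.8% DMSO | Incubation: 1 h reaction at 25 °C, ATP-initiated | Technique: Cy5 fluorescence | Evaluation: Percent inhibition from t60/t0 fluorescence ratio | Benchmarks: Low DMSO, high thioflavine S at 110 µM | Replication: Singlicate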
# IDE cell inh: cellular human IDE inhibition. P14735. HEK cells, FAbetaB cleavage, fluorescence polarization. inhibition, % at 5.59 µM. 0.41% of 320,000 active;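 active means percent inhibition above the average of all tested compounds plus 3 SD, set per screening campaign, cut at about 16% in these data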;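 further: IDE supplied by intact live HEK cells; FP after avidin binding of uncleaved biotin substrate so inhibition keeps polarization high; 0% = DMSO wells and 100% = 60 µM reference IDE inhibitor Ii1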
# IDE cell activ: IDE (human) activation, cell-based | P14735 | HEK cells, FAbeta-B cleavage, fluorescence polarization; 0% vehicle, 100% cell-free pure enzyme wells | activation, % at 5.96 µM | 0.073% of 340,000 active;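 active means activation above the mean of all tested compounds plus 3 SD, set per screening campaign, cut at about 17% in these data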
# p-CIP stab down: p/CIP protein destabilization; decrease of EGFP signal, % at 10 µM; Q05BA5; F442A p/CIP-EGFP cells, EGFP fluorescence, 16 h; 0.01% of 290,000 active;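 active means EGFP signal decrease of at least 30% at 10 µM or well 3 SD below plate mean, unless failing retest; inactive means the rest, including hits failing retest or dose response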; further: some compounds called inactive have numbers as strong as hits; many of its hits are not listed in these tables
# Target sequence (Q05BA5 1-1403): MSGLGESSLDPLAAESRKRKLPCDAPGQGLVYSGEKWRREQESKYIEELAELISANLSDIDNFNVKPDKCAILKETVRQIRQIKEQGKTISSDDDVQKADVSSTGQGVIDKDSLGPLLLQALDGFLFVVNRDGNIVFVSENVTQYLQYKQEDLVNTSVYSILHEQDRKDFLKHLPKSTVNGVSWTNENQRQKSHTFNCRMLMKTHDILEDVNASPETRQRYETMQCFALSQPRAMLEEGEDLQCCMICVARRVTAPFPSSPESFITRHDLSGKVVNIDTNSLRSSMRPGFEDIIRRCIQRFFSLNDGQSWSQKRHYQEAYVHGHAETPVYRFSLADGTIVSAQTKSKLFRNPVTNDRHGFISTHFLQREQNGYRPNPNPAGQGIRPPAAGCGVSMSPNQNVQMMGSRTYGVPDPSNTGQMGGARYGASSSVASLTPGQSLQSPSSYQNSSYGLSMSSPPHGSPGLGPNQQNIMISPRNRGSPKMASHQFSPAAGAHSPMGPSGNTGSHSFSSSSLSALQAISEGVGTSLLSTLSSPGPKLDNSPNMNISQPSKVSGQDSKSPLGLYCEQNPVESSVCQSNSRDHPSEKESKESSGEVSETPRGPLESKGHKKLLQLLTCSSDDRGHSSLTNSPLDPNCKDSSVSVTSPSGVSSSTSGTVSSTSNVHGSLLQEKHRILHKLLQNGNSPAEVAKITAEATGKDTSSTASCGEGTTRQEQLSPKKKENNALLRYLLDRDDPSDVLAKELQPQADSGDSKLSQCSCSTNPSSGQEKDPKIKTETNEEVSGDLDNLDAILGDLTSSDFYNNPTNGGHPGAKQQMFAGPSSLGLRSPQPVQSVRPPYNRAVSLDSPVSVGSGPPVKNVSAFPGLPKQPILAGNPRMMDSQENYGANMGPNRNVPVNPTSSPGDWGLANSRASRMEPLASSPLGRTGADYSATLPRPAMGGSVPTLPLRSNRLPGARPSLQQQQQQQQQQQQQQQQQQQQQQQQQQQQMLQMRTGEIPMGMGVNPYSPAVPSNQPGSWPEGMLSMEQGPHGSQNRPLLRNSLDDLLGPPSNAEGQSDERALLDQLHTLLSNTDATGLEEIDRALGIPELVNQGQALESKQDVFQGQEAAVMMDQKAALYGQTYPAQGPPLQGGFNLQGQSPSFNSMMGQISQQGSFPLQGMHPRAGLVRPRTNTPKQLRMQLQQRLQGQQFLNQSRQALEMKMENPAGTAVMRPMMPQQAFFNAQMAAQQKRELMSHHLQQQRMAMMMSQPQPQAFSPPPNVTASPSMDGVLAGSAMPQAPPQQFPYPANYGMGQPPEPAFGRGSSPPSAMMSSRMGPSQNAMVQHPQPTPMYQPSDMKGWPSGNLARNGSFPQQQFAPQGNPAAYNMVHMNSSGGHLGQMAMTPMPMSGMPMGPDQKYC
# DNA FID counter: fluorescent intercalator displacement, NS3 helicase counter-screen | 0.17% of 290,000 active | DNA fluorescent intercalator displacement, fluorescence | inhibition, % at 7.9 µM | AID 1845; in the data active means inhibition above about 37%;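 further: 0% = vehicle and 100% = reference compound; higher means more ethidium bromide displaced from hairpin DNA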
# M18AAP inhibitor: PfM18AAP enzyme inhibition; 1.2% of 290,000 active; recombinant PfM18AAP, H-Glu-NHMec fluorogenic cleavage; inhibition, % at 7.35 µM;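 active means inhibition above the campaign mean inhibition over all tested compounds plus 3 SD, cut at about 28% in these data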;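 further: 0% = plate median of test compound wells and 100% = 2 mM ZnCl2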
# VIM-2 inhibitor: blocks Pseudomonas aeruginosa VIM-2 metallo-beta-lactamase. purified VIM-2, nitrocefin hydrolysis, epi-absorbance fluorescence. inhibition, % at 5.6 µM. 0.89% of 290,000 active;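 active means inhibition above the mean of all tested compounds plus 3 SD, cutoff set per screening run, cut at about 7.5% in these data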;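 further: red hydrolysis product quenches plate fluorescence so inhibitors raise well fluorescence; 0% = enzyme with DMSO and 100% = DMSO without enzyme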
# IMP-1 inhibitor: inhibitors of Pseudomonas aeruginosa IMP-1 metallo-beta-lactamase | purified IMP-1, nitrocefin hydrolysis, epi-absorbance fluorescence | inhibition, % at 5.6 µM | 0.45% of 290,000 active;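 active means inhibition above the mean plus 3 SD of all compounds in the same screening run, cut at about 4.5% in these data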;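 further: 0% = IMP-1 with DMSO and 100% = DMSO wells lacking enzyme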
#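 System: purified IMP-1; amount: IMP-1 0.2 nM before substrate addition; compound: single dose, 5.6 µM; times: 25 °C, 15 min preincubation, 25 min reaction; signal: Epi-absorbance via hydrolysed-nitrocefin quenching of white-plate fluorescence, 480/530 nm, EDTA stop; benchmarks: DMSO with and without IMP-1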
# SUMO HTRF inh: SUMOylation inhibition; P63279; HTRF SUMOylation assay, SAE1/SAE2 + UBC9, in vitro; inhibition, % at 35 µM; 0.36% of 290,000 active; in the data active means inhibition above about 50%, passing the limit was not always enough; further: strong numbers were not always called active
# The depositor's hits bear a star; nt = not tested or not shown; & = joins results of further samples. Not a hit list, and some 3.6% of all compounds hit somewhere here.
SMILES,NS3 helicase inh,IDE cell inh,IDE cell activ,p-CIP stab down,DNA FID counter,M18AAP inhibitor,VIM-2 inhibitor,IMP-1 inhibitor,SUMO HTRF inh
CC(C)=C1C2CCC1C1C(=O)N(c3ccc4c(c3)OCO4)C(=O)C21 (configuration not stated),8,9,-1,0,-6,3,-6.4,-2.5,7
CN(C)c1ccnc2sc(C(=O)c3ccccc3)c(N)c12,2,4,1,3,-8,1,-2.0,-4.6,12
CCSC1=C(C#N)C2(CCCCC2)C(C#N)=C(N)N1,0,1,-1,-13,4,4,-1.6,-2.4,4
c1ccc2nc(-c3ccc(N4CCOCC4)cc3)ccc2c1,4,-5,1,8,-7,4,-2.4,-2.3,45
CC(C)c1cc(NCc2ccccn2)n2c(nc3ccccc32)c1C#N,-1,3,3,6,-8,-2,3.2,-0.4,7
COc1ccc2nc(NC3=NC(C(=O)Nc4ccc(C)cc4)CC(=O)N3)nc(C)c2c1 (configuration not stated),7,6,nt,9,1,-5,-3.9,-4.1,-6
CCOCCCNC(=O)NC12CC3CC(CC(C3)C1)C2,-5,-3,12,5,-8,-3,-0.8,0.0,14
CCCCOc1ccc(-c2cnc3ccccc3n2)cc1,5,-6,1,-4,-1,-3,-4.3,-2.7,-9
CC12CC(NC(=O)N1c1cccc(C(=O)N3CCN(c4ccccc4)CC3)c1)c1ccccc1O2 (configuration not stated),-5,-1,7,4,-41,-2,-1.4,-3.1,2
COc1ccccc1NC(=O)c1cccc(N2C(=O)C3C4C=CC(C4)C3C2=O)c1 (configuration not stated),16,1,3,-8,-24,5,-0.5,-3.2,16
O=C(COC(=O)CNC(=O)c1ccc(Cl)cc1Cl)NC1CCCCC1,-5,nt,-4,-3,-8,-1,-2.8,-2.9,-2
CCn1c(CCNC(=O)c2cccs2)nnc1SCC(=O)c1ccc(OC)cc1,2,3,2,nt,-10,20,0.2,1.0,nt
CCN1CCN(C(=O)CCN2C(=O)COc3ccc(C)cc32)CC1,9,6,4,6,4,1,-1.9,0.5,-6
CCOC(=O)/C=C1\NC(C)(C)Cc2cc(OC)c(OC)cc21,1,3,5,-5,-3,-3,-1.5,-4.6,17
CN(CC(=O)NCCc1ccc(S(N)(=O)=O)cc1)Cc1ccc(Cl)cc1Cl,-2,3,-3,-16,-29,1,-0.7,-4.5,5
CCc1nn2cc(C(=O)c3cc(C)ccc3O)cnc2c1-c1ccc(F)cc1,-7,-4,6,5,0,-1,-3.1,-2.6,-59
NC(=O)CCN(C1CCCCC1)S(=O)(=O)c1cccc2nsnc12,9,2,-1,-5,-4,8,-1.6,-3.1,15
O=C(c1cc(=O)[nH]c2ccccc12)N1CCc2ccccc2C1,12,-4,0,3,-5,0,-3.3,-1.6,3
CC(C)C[C@@H](CSc1ccc(Br)cc1)N1CCN(CC(C)C)CCC1=O,nt,6,-3,3,nt,nt,nt,nt,-6
NC(=O)CC(NC(=O)c1ccccc1)c1ccc(NCCN2CCOCC2)c([N+](=O)[O-])c1 (configuration not stated),-6,5,6,0,2,-4,-2.2,-2.0,0
COc1nc(N2CCOCC2)nc(-n2cccc2)n1,-7,3,2,11,-4,3,-0.9,-2.6,-4
COc1ccc2[nH]cc(C(=O)CN3CCN(C4CCCCC4)CC3)c2c1,4,2,6,-10,16,8,2.1,-0.6,18
Clc1ccc(OCc2nnc3n2CCCCC3)c(Cl)c1,-7,5,-8,-5,-32,10,-0.6,-1.4,20
COC(=O)c1sccc1NC(=S)N1CCN(C)CC1,-10,-5,-3,-4,-9,19,0.3,0.3,2
COC(=O)c1ccc(C)c(N(CCO)CCO)c1,7,-3,5,-6,0,-4,-1.0,-1.1,12
COc1ccc(S(=O)(=O)NNC(=O)c2csc(-n3nc(C)cc3C(F)(F)F)n2)cc1OC,3,-5,2,-14,-9,6,-1.1,-3.0,-9
CC1=CC(C)C(/C=N/n2cnnc2)C(C)C1 (configuration not stated),-8,1,-1,-1,-2,4,-3.1,-0.1,0
O=C(CNC(=S)N(Cc1ccccc1)Cc1cccnc1)NCCN1CCOCC1,-1,1,2,13,19,2,1.1,1.4,4
CCOc1ccc(NC(=S)Nc2cccnc2)cc1,13,-1,4,-10,-2,23,4.9,1.3,18
CCCCCCNC(=O)C(=O)NCCc1ccc(Cl)cc1,2,-1,3,8,1,-1,-6.6,-3.1,4
CN1C(=O)/C(=N/OC(=O)c2ccccc2)c2ccccc21,-8,6,4,8,3,0,-0.5,-3.6,-23
CCn1c(SCC(=O)Nc2sc3c(c2C#N)CCCC3)nnc1-c1ccncc1,15,2,1,-15,-8,0,4.7,-2.6,-5
CCn1c(SCC(=O)NCc2ccccc2)nnc1C(CO)NC(=O)c1ccccc1 (configuration not stated),-2,3,6,4,-9,-2,-1.3,-3.1,4
Cc1cc(C)n(Cc2ccc(Cl)nc2)n1,0,-1,4,-5,2,-6,-8.8,-6.0,8
CCOc1ccccc1N1CC(O)=C(c2nc3ccccc3s2)C1=N,-6,-6,3,-2,-16,2,-2.9,-4.5,-16
O=C(NCCCc1ccc(F)cc1)C1CCC(=O)N(CCCN2CCCC2=O)C1 (configuration not stated),17,0,-1,2,-14,3,-2.1,-0.1,-9
O=c1[nH]sc2ccccc12,-1,nt,-24,2,8,50*,-2.3,-3.8,8
CC(=O)Nc1ccc(S(=O)(=O)n2cnc3ccccc32)cc1,6,10,-2,-3,1,-8,-3.9,-1.7,17
CCCCNC(=O)c1ccc2c(c1)N(C)C(=O)c1ccccc1S2,-2,4,0,-12,-29,0,-1.7,-0.9,-6
COc1cc(/C=C/C(=O)OCC(=O)NCCc2ccccc2)cc(OC)c1OC,0,-4,-4,4,-34,11,-3.2,-2.6,23
Cc1nn(CCC(=O)O)c2nc(-c3cccnc3)cc(C(F)(F)F)c12,-6,-2,1,3,-7,-9,-0.4,-1.3,28
CC(=O)Nc1ccc(N/C=C/C(=O)c2ccc(Cl)cc2)cc1,-1,2,0,-16,-2,4,0.1,-0.6,12
COc1ccc(C(=O)N=C2SC3CS(=O)(=O)CC3N2Cc2ccc(F)cc2)cc1 (configuration not stated),-20,3,5,1,-35,2,-0.6,0.0,20
COc1ccc(-c2nc(CS(=O)(=O)CC(=O)NCc3ccc4c(c3)OCO4)c(C)o2)cc1,0,8,-1,-1,-22,-2,-3.9,-0.8,-22
CCCOc1ccccc1/C=C(\C#N)C(=O)Nc1cccc(C)n1,-7,5,7,-2,-4,3,-3.0,-3.7,16
COc1ccc(O)c(CN2CCN(CCc3ccccc3)C(CCO)C2)c1 (configuration not stated),-3,-1,3,-21,-8,-3,-2.9,-4.7,-1
CCOC(=O)c1ccc(S(=O)(=O)NCC(c2ccc(N(C)C)cc2)c2c[nH]c3ccccc23)cc1 (configuration not stated),-27,0,5,8,-5,-3,0.1,0.7,-30
COc1ccc(-c2nc(SC(CC(=O)NCCN3CCOCC3)c3cccs3)n[nH]2)cc1 (configuration not stated),-4,-1,3,-8,1,7,0.0,-2.9,-8
Cc1cc(C(C)(C)C)ccc1OCC(=O)N/N=C\c1c(C)n(C)n(-c2ccccc2)c1=O,-65,2,4,9,-26,4,-1.5,-1.0,-24
CC(O)c1ccc(-n2cnnn2)cc1 (configuration not stated),-7,4,1,-7,2,-3,-0.4,-1.1,-10
Cc1coc2c1c(C)cc1oc(=O)c(Cc3ccccc3)c(C)c12,-6,1,6,0,-5,4,-0.4,0.5,1
CC1(C)S[C@@H]2[C@H](NC(=O)[C@H](N)c3ccccc3)C(=O)N2[C@H]1C(=O)O,17&12,2&2,5&0,1,-25&-33,4&3,-2.7&-3.5,-1.8&-0.7,5
COCCn1c(SCC(=O)Nc2cccc(C(=O)OC)c2)nc2ccccc2c1=O,11,4,6,-18,-6,5,-4.4,-2.0,-7
Cc1ccc(-n2nc(C(=O)N3CCOCC3)cc2-c2ccc(Cl)cc2)cc1,-7,7,-2,1,-31,2,-1.4,-1.4,-10
CC(C)CCN(C(=S)Nc1cccc(C(F)(F)F)c1)C(C)c1ccccn1 (configuration not stated),0,6,8,-17,-6,6,-1.3,-2.8,16
CCOc1cccc2sc(N(CCN(C)C)C(=O)c3ccc(Br)s3)nc12,-10,2,1,7,6,-2,-0.7,-0.5,10
Cc1ccccc1NC(=O)COC(=O)c1cccnc1,5,-1,-1,-16,-3,2,-4.5,-3.0,21
CCOc1ccc(OCC(=O)Nc2ccc(OC)cc2[N+](=O)[O-])cc1,15,0,4,-10,3,0,1.2,-0.9,13
CCOC(=O)c1cc2c(=O)n3ccccc3nc2n(Cc2ccco2)c1=NC(=O)c1ccccc1OCC,14,-7,0,-1,-15,-36,-1.2,-3.0,32
C/C(=N\Nc1nc(C)cc(-c2ccccc2)n1)c1ccccc1,-4,2,-8,6,-17,1,-2.9,-0.4,-2

# Structural class: the compounds so far with a cyano group.
SMILES,NS3 helicase inh,IDE cell inh,IDE cell activ,p-CIP stab down,DNA FID counter,M18AAP inhibitor,VIM-2 inhibitor,IMP-1 inhibitor,SUMO HTRF inh
CCSC1=C(C#N)C2(CCCCC2)C(C#N)=C(N)N1,0,1,-1,-13,4,4,-1.6,-2.4,4
CC(C)c1cc(NCc2ccccn2)n2c(nc3ccccc32)c1C#N,-1,3,3,6,-8,-2,3.2,-0.4,7
CCn1c(SCC(=O)Nc2sc3c(c2C#N)CCCC3)nnc1-c1ccncc1,15,2,1,-15,-8,0,4.7,-2.6,-5
CCCOc1ccccc1/C=C(\C#N)C(=O)Nc1cccc(C)n1,-7,5,7,-2,-4,3,-3.0,-3.7,16

# (more compounds)
SMILES,NS3 helicase inh,IDE cell inh,IDE cell activ,p-CIP stab down,DNA FID counter,M18AAP inhibitor,VIM-2 inhibitor,IMP-1 inhibitor,SUMO HTRF inh
COc1ccc(S(=O)(=O)Nc2ccc(O)c3ccccc23)cc1,9,2,-5,-9,5,-18,6.4,2.2,71
O=C(CSc1nnc(Cc2ccccc2)n1Cc1ccccc1)NCc1ccco1,0,-1,4,-26,-32,1,-1.9,-1.2,5
O=C(Nc1cccnc1)c1ccc(COCC(F)(F)F)cc1,-2,1,1,-6,-6,-7,1.4,-4.8,-9
Cc1cc(C)c(C)c(OCC(=O)N2CCN(c3ccccn3)CC2)c1,19,-1,2,1,-34,-2,0.9,1.8,0
Cc1ccc(C)c(S(=O)(=O)NCc2ccc(C(=O)N3CCN(C)CC3)cc2)c1,1,5,4,18,-3,-10,-1.8,-2.5,4
CCCN1C2CCCC1CC(NC(=O)c1cccc(Cl)c1)C2 (configuration not stated),-22,4,-1,-9,8,-5,-2.0,-3.3,3
CCOC(=O)N1CCC(NC(=O)CN(c2ccc(C(C)C)cc2)S(=O)(=O)c2c(C)nn(C)c2C)CC1,1,4,4,3,-63,-1,-0.5,-0.8,4
O=C(Nc1cc(N2CCOCC2)ncn1)NC1(C(F)(F)F)Oc2ccc(Cl)cc2O1 (configuration not stated),12,13,nt,10,2,89*,-5.3,-5.4,11
Cc1cc(C)cc(NC(=O)/C(C#N)=C/c2cn(CC(=O)NCc3ccco3)c3ccccc23)c1,2,-3,9,-15,-3,-2,-1.5,-1.8,29
